Compound activity as filed in PubChem BioAssay.
HCV inh = HCV inhibition | actives 3.4% (n = 340,000) | AID 651820 | Huh7.5.1 HCVcc-Cre infection, luciferase reporter, 44 h | Potency, µM (highest dose often 41.8 µM), for inactives: at the highest dose activity change, negative = inhibition, hits mostly inhibitors; further: potency means the concentration at half of the fitted maximal effect; on the % scale 0 is the no-effect control and ±100 the full control effect
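Cells seeded at 1,000/well and cultured 4 h, then compounds added followed by HCVcc-Cre virus (~0.5 moi). After 44 h further culture, luciferase substrate was added, plates held 15 min at room temperature, and luminescence read for 15 sec.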
Shiga toxin inh = inhibitors of Shiga toxin in Vero cells | inhibition, % at 38.7 µM | actives 9.2% (n = 290,000) | Vero cells, Shiga toxin protein synthesis inhibition reporter; in the data active means inhibition mostly above about 28%, no sharp cut-off; inactive means mostly below about 43%; further: 0% is about no effect
LmPK inh = inhibitors of Leishmania mexicana pyruvate kinase; actives 0.37% (n = 290,000); Potency, µM (series often up to 57.5 µM), for inactives: top-dose activity change, negative = inhibition, hits mostly inhibitors; Q27686; purified LmPK, Kinase-Glo ATP luminescence, 1 h; AID 1721; further: potency means the concentration at half of the fitted maximal effect; on the % scale 0 is the no-effect control and ±100 the full control effect
Target sequence (Q27686 whole entry, looked up): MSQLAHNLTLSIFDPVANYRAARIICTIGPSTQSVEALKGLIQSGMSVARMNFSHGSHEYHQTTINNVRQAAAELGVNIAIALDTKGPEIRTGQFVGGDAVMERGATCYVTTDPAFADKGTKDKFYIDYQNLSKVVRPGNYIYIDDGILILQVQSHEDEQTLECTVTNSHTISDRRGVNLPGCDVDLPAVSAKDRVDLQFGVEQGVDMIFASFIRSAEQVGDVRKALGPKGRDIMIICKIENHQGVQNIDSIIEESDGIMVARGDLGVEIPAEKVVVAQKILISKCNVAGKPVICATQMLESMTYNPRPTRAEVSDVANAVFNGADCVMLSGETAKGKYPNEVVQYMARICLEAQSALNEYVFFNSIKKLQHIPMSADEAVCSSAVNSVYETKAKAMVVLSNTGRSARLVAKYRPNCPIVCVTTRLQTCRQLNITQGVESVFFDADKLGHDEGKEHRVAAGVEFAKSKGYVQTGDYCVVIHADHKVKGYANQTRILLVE
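Purified LmPK (0.1 nM) converted ADP (0.1 mM) to ATP with PEP (0.5 mM) in imidazole buffer pH 7.2 with KCl and MgCl2, 1 h at room temperature. ATP was read by Kinase-Glo luminescence; data normalized to uninhibited and no-enzyme controls.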
CHX counter = counter-screen hit for Shiga toxin inhibitors, cycloheximide; max response, %; AID 2314; cell reporter, cycloheximide protein synthesis inhibition counterscreen; actives 12% (n = 300,000); in the data active means max response mostly above about 13%, no sharp cut-off; inactive means mostly below about 14%; further: read at 38.3 µM for the half of the compounds with a filed dose; 0% is about no effect
TbPYK inhibitor = inhibitors of Trypanosoma brucei pyruvate kinase | Q57TT1 | TbPYK enzyme, Kinase-Glo Plus ATP luminescence, 45 min | Potency, µM (top dose mostly 76.8 µM), for inactives: at the highest dose activity, negative = inhibition, actives largely listed as inhibitors | actives 0.12% (n = 410,000); further: potency means the concentration at half of the fitted maximal effect; on the % scale 0 is the no-effect control and ±100 the full control effect; nearly all actives have a fitted effect of over 50% in size
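Luminescent Kinase-Glo Plus end-point after 45 min room-temperature reaction of T. brucei pyruvate kinase started with 130 uM ADP (final). Buffer TEA 50 mM pH 7.2 with KCl, MgCl2, BSA, Tween-20; titration-based qHTS with fitted concentration-effect curves.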
Pf growth 48h = P. falciparum growth inhibition at 48 hours (one generation). P. falciparum luciferase growth in erythrocytes, 48 h. Potency, µM (series often up to 28.7 µM), without a hit: at the top dose activity change, negative = inhibition, hits mostly inhibitors. actives 5.9% (n = 310,000). AID 504832; further: potency means the concentration at half of the fitted maximal effect; on the % scale 0 is the no-effect control and ±100 the full control effect
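Firefly luciferase activity from engineered P. falciparum reports growth; inhibitors lower the luminescent signal. Cultures contained 2% hematocrit erythrocytes at 0.1% final parasitemia.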
Pf growth 96h = P. falciparum growth inhibition at 96 hour, primary screen for plastid delayed-death inhibitors; P. falciparum luciferase reporter growth, 96 h; Potency, µM (highest dose often 28.7 µM), for inactives: at the highest dose activity change, negative = inhibition, hits mostly inhibitors; actives 6.9% (n = 320,000); AID 504834; further: potency means the concentration at half of the fitted maximal effect; on the % scale 0 is the no-effect control and ±100 the full control effect
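Cell-based qHTS: luciferase-tagged P. falciparum in erythrocytes (2% hematocrit, 0.05% parasitemia final) incubated with compounds for 96 hours, 37 C, 5% CO2; luciferase detection reagent then added and luminescence measured.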
An asterisk follows results filed as active; ? = inconclusive; nt = not tested or not shown; & = joins results of further samples; [ ] = remark or other dose. Unless noted, the call rests on the fitted dose curve; in most records, active means well fitted curve in the direction sought with a large enough effect; inconclusive means small, poorly fitted or top-dose-only effect, or another doubt; inactive means no such curve, though single readings can be large; an effect the other way counts as inactive or inconclusive.

SMILES	HCV inh	Shiga toxin inh	LmPK inh	CHX counter	TbPYK inhibitor	Pf growth 48h	Pf growth 96h
O=C(CN(C(=O)c1ccc2c(c1)OCCO2)c1ccccc1)NCC1CCCO1 (stereo unspecified)	-6.3%	-16.0	7.0%	0.9	-1.5%	19.4%	?
CCn1cc(/C=N\NC(=O)c2ccccc2Cl)cn1	18.2%	4.1	-4.9%	16.0	4.8%	13.2%	7.3%
COc1ccccc1Oc1coc2cc(OCC(N)=O)ccc2c1=O	1.9%	-3.8	3.3%	-0.8	3.3%	-27.6%	4.4%
CC(=O)c1ccc(CCCC(=O)O)cc1	1.6%	21.6	2.3%	-5.0	-1.3%	1.3%	8.6%
CCc1ccc(NC(=S)NC2CCN(Cc3ccccc3)CC2)cc1	?	-2.8	2.0%	-2.4	7.9%	0.0%	0.0%
Cc1cc(C(F)(F)F)nn1CC(=O)NCc1cccs1	11.0%	-16.1	6.2%	-2.2	-1.5%	2.7%	18.9%
O=[N+]([O-])c1ccc(-c2nnc(S)n2-c2ccccc2)cc1	nt	nt	6.6%	28.4*	nt	97.1%[activator]	-31.7%
CC(=O)Nc1ccc(S(=O)(=O)NC2(C(F)(F)F)NC(=O)N(c3ccc(C)cc3)C2=O)cc1 (stereo unspecified)	36.1%[activator]	-10.1	-1.2%	-2.4	3.7%&-6.6%	9.1%	9.28µM*
CCCCCCCC1c2c(c(C)c(C)oc2=O)Oc2c(C)c(C)oc(=O)c21	2.5%	nt	nt	nt	-3.9%	-1.9%	?
Nc1nc2c(Cl)ccc(Cl)c2s1	-2.3%	31.6	-1.3%[11.5 µM]	-4.1	0.1%	?	8.28µM*
Cn1c(CCN2CCN(c3ccccn3)CC2)nc2cc(NC(=O)COc3ccccc3)ccc21	3.98µM*	-2.9	-0.4%	10.0	-3.5%	?	?
COc1ccccc1-n1c(SCC(N)=O)nc2c(c1=O)SCC2	7.0%	-6.9	-0.6%	0.3	2.8%	nt	-0.3%

The final four records of the section above open the next one.
SMILES	HCV inh	Shiga toxin inh	LmPK inh	CHX counter	TbPYK inhibitor	Pf growth 48h	Pf growth 96h
CCCCCCCC1c2c(c(C)c(C)oc2=O)Oc2c(C)c(C)oc(=O)c21	2.5%	nt	nt	nt	-3.9%	-1.9%	?
Nc1nc2c(Cl)ccc(Cl)c2s1	-2.3%	31.6	-1.3%[11.5 µM]	-4.1	0.1%	?	8.28µM*
Cn1c(CCN2CCN(c3ccccn3)CC2)nc2cc(NC(=O)COc3ccccc3)ccc21	3.98µM*	-2.9	-0.4%	10.0	-3.5%	?	?
COc1ccccc1-n1c(SCC(N)=O)nc2c(c1=O)SCC2	7.0%	-6.9	-0.6%	0.3	2.8%	nt	-0.3%
CC1(C)CC(=O)C=C(Nc2ccc(F)cc2F)C1	1.0%	-2.0	5.7%	1.2	8.5%	nt	nt
CC1CCN(C(=S)NC(=O)c2cccs2)CC1	-2.0%	9.1	-0.7%	12.1	?	?	?
CN(C(=O)c1cc2n(n1)C(C(F)(F)F)CC(c1ccco1)N2)c1ccccc1 (stereo unspecified)	4.7%	-6.4	7.0%	-7.0	3.0%	-3.7%	-13.6%
Cc1ccc(C(=O)N/C(=C/c2cccs2)C(=O)NCCc2c[nH]c3ccccc23)cc1	8.0%	11.4	4.4%	11.7	-6.9%	?	51.8%[activator]
Cc1nnc(NC(=O)CSc2nnc(CNC(=O)c3ccc(F)cc3)o2)s1	-6.6%	-5.1	1.4%	7.9	-6.5%	18.0%	29.2%
Cc1ccc(N2CN(Cc3cccnc3)CNC2=S)cc1	14.5%	-7.5	1.7%	-1.5	-2.6%	13.4%	nt
CN(C)CCN(C(=O)c1ccc(N2C(=O)CCC2=O)cc1)c1nc2cc3c(cc2s1)OCO3	4.9%	30.1	-1.5%[11.5 µM]	15.2	-16.4%	9.9%	15.9%
O=C(COc1ccc(Br)cc1)Nc1nnc(C2CC2)s1	1.1%	nt	nt	nt	3.1%	-5.8%	35.8%[activator]
O=C(NCCCN1CCN(c2ccc(F)cc2)CC1)C1CCCN(c2ncnc3c2nc2n3CCCCC2)C1 (stereo unspecified)	?	-0.8	1.6%	1.4	-1.0%	?	?
CC(=O)N1c2ccc(S(=O)(=O)N3CCCC(C(=O)N4CCCCC4)C3)cc2CC1C (stereo unspecified)	-23.0%	-4.9	-10.3%	-2.1	-0.9%	?	10.4µM*
Cc1ccc(OCC(=O)Nc2ccc(C(=O)O)cc2NC(=O)COc2ccc(C)c(C)c2)cc1C	10.8%	-6.8	-9.1%	7.6	1.4%	22.5%	-5.5%
CN(C)c1ccc(/C=C2\NC(=S)N(Cc3ccccc3)C2=O)cc1	-24.6%	3.5	-2.7%	16.3*	-1.6%	?	?
O=C(NC1CCCCC1)C(c1ccco1)N(C(=O)c1csnn1)c1ccccc1 (stereo unspecified)	-0.9%	-14.6	5.3%	8.6	2.9%	5.9%	40.3%[activator]
O=C(Nc1nnc(COc2ccc(F)cc2)s1)Nc1ccccc1F	-26.3%	-5.0	0.8%	-0.5	-1.9%	9.4%	17.8%
CC1=CC(C)(C)N(C(=O)c2ccc(F)cc2)c2cc3c(cc21)OCO3	-5.5%	-11.1	0.9%	-2.4	4.6%	11.7µM*	-18.4%
CCn1c(SCC(=O)Nc2nccs2)nnc1-c1cc2cccc(OC)c2o1	?	-14.5	7.4%	-2.4	2.3%	nt	2.5%
CCOC(=O)C(O)(c1ccc(N(CC)S(=O)(=O)c2ccccc2)cc1)C(F)(F)F (stereo unspecified)	1.5%	31.9	0.0%	-5.5	-0.6%	3.5%	134.2%[activator]
COCCCNC(=O)c1cc2cc(Br)ccc2oc1=O	5.2%	-1.1	-1.3%	-3.5	-13.5%	15.6%	35.0%[activator]
Cc1ccc(C(=O)NCN2CCN(c3ccccc3)CC2)cc1	-4.6%	nt	nt	nt	-0.2%	9.1%	17.9%
Cn1cc(C(=O)N2CCN(c3ccccn3)CC2)c(=O)c2cc(S(=O)(=O)N3CCOCC3)ccc21	1.1%	-8.0	-1.3%	-1.8	0.2%	9.5%	153.8%[activator]
COCCNC(=O)c1cc(-c2cccc(OC)c2)on1	nt	74.3*	-15.9%	42.5*	-3.5%	232.3%[activator]	4.9%
CC(C)CN1C(=O)c2ccc(NC(=O)c3cccs3)cc2C1=O	?	192.8*	9.5%	40.3*	-0.4%	8.28µM*	nt
O=S1(=O)c2cccc3cccc(c23)N1CCBr	26.9%	-13.0	-6.5%	-3.4	-10.7%	-13.1%	-24.0%
C=CCn1c(N)c(C(=O)NCCC2=CCCCC2)sc1=S	18.6%	105.6*	2.2%	49.2*	?	15.4%	-22.4%
CCN(c1cccc(C)c1)S(=O)(=O)c1ccc(-n2cccn2)cc1	?	6.8	-11.0%	-3.1	-9.2%&-1.4%	0.0%	-0.2%
COc1ccc(/C(O)=C/c2nc3ccccc3n(-c3ccccc3)c2=O)cc1	-6.1%	-2.0	-0.7%	0.5	6.7%	nt	-21.9%
COc1cc(C(=O)Nc2ccc3c(c2)OCCO3)ccc1OC(F)F	?	66.3*	?	33.5*	-3.8%	14.1%	?
CSc1nc2ccsc2c(=O)n1-c1ccccn1	6.0%	-1.8	-1.1%	1.4	-6.6%	?	-8.2%
COc1ccc(C)cc1NC(=O)n1ncc2cc(Cl)ccc21	3.1%	2.1	-0.7%	4.3	-2.4%	11.4%	3.29µM*
O=C(O)CCc1ccc(-c2ccc(Cl)cc2)n1CC(=O)O	25.2%	-4.6	14.3%	-2.4	2.9%	60.5%[activator]	17.0%
CCOc1ccc(NC(=S)NCCCc2ccccc2)cc1	6.0%	19.3	3.9%	-1.3	-4.6%	-15.1%	0.0%
COc1ccc(S(=O)(=O)N2CCCC2)c(C)c1C	-7.1%	-9.8	-1.3%	-1.5	-5.5%	nt	20.4%
Cc1cc(C)n(-c2ccc(C(=O)C(C#N)c3nc4ccccc4n3C)cc2)n1 (stereo unspecified)	-19.8%	9.8	-1.5%	-2.7	2.1%	18.2%	9.28µM*
Cc1ccc(N2C(=O)N(CC(=O)Nc3cccc(Cl)c3)C(=O)C2C)cc1 (stereo unspecified)	0.3%	nt	nt	nt	-9.7%	-22.2%	7.3%
CC1=CC(c2ccc(Cl)cc2)n2nc(N3C(=O)CCC3=O)nc2N1 (stereo unspecified)	23.6%	6.5	2.1%	-4.3	-2.7%	-5.2%	81.7%[activator]
COc1nc(NCC(C)C)nc(Oc2ccc(OCc3ccccc3)nn2)n1	-8.8%	-5.9	6.6%	0.8	5.2%	0.37µM*	2.6%

Quoted at random: 2 entries already listed
SMILES	HCV inh	Shiga toxin inh	LmPK inh	CHX counter	TbPYK inhibitor	Pf growth 48h	Pf growth 96h
COc1nc(NCC(C)C)nc(Oc2ccc(OCc3ccccc3)nn2)n1	-8.8%	-5.9	6.6%	0.8	5.2%	0.37µM*	2.6%
COc1ccc(C)cc1NC(=O)n1ncc2cc(Cl)ccc21	3.1%	2.1	-0.7%	4.3	-2.4%	11.4%	3.29µM*

(more compounds)
SMILES	HCV inh	Shiga toxin inh	LmPK inh	CHX counter	TbPYK inhibitor	Pf growth 48h	Pf growth 96h
COc1ccc(/C=C/C(=O)N2CCCc3ccccc32)c(OC)c1	-29.9%	46.6	-0.2%	14.0*	0.4%	?	?
CC(C)C(=O)c1cc2c(cc1NC(=O)c1cccs1)OCCO2	?	1.7	2.1%	1.2	-0.5%	?	?
O=C(NCC1CCCO1)c1ccc2c(c1)N(Cc1ccccc1)C(=O)CS2=O (stereo unspecified)	10.0%	-2.3	0.3%	-2.8	?	?	-16.1%
Cc1ccnn1-c1ccc(C(=O)NCC(c2ccco2)N2CCCC2)cc1 (stereo unspecified)	-14.7%	nt	nt	nt	-7.3%	?	?
Cc1ccc(C)c(NC(=O)c2ccc(OCc3c(C)noc3C)cc2)c1	?	nt	nt	nt	-3.6%	?	?
CCCCN(C)CCNS(=O)(=O)c1ccc2c(c1)n(C)c(=O)c(=O)n2C	9.2%	-16.6	2.1%	-6.8	0.1%	nt	4.5%
CC1CSc2nc3sc4c(c3c(=O)n21)CCCC4 (stereo unspecified)	-23.1%	25.9	-5.2%	22.1*	-19.0%	7.3%	22.6%
Cc1ccc(Oc2ccccc2NC(=O)CN2C(=O)NC3(CCCC3)C2=O)cc1	10.5%	-31.3	-1.2%	0.9	3.3%	5.2%	14.0%
CC(C)c1ccc(NC(=O)CCc2ccccc2)cc1	?	135.5*	-3.2%	55.8*	4.9%	105.0%[activator]	-5.3%
O=C(COC(=O)c1ccc(NS(=O)(=O)c2ccc3c(c2)OCCO3)cc1)NC1CCS(=O)(=O)C1 (stereo unspecified)	6.0%	-9.5	-2.2%	6.5	-8.3%	-5.2%	40.2%[activator]

The order is random, and some 24% of all compounds hit somewhere here.
